Screening data as filed in PubChem BioAssay.
UBC9 SUMO inh: SUMOylation inhibition; HTRF SUMOylation assay, SAE1/SAE2 + UBC9, in vitro; inhibition, % at 35 µM; 290,000 compounds, 0.36% hits; AID 2006; in the data active = inhibition above about 50%, passing the limit was not always enough; also: strong numbers were not always called active
pCIP destab: lowers stability of the mouse p/CIP coactivator protein; 290,000 compounds, 0.01% hits; F442A p/CIP-EGFP cells, EGFP fluorescence, 16 h; Q05BA5; AID 1984; decrease of EGFP signal, % at 10 µM;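 active = EGFP signal decrease of at least 30% at 10 µM or well 3 SD below plate mean, unless failing retest; inactive = the rest, including hits failing retest or dose response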; also: some compounds called inactive have numbers as strong as hits; many of its hits are not listed in these tables
Target sequence (Q05BA5 1-1403): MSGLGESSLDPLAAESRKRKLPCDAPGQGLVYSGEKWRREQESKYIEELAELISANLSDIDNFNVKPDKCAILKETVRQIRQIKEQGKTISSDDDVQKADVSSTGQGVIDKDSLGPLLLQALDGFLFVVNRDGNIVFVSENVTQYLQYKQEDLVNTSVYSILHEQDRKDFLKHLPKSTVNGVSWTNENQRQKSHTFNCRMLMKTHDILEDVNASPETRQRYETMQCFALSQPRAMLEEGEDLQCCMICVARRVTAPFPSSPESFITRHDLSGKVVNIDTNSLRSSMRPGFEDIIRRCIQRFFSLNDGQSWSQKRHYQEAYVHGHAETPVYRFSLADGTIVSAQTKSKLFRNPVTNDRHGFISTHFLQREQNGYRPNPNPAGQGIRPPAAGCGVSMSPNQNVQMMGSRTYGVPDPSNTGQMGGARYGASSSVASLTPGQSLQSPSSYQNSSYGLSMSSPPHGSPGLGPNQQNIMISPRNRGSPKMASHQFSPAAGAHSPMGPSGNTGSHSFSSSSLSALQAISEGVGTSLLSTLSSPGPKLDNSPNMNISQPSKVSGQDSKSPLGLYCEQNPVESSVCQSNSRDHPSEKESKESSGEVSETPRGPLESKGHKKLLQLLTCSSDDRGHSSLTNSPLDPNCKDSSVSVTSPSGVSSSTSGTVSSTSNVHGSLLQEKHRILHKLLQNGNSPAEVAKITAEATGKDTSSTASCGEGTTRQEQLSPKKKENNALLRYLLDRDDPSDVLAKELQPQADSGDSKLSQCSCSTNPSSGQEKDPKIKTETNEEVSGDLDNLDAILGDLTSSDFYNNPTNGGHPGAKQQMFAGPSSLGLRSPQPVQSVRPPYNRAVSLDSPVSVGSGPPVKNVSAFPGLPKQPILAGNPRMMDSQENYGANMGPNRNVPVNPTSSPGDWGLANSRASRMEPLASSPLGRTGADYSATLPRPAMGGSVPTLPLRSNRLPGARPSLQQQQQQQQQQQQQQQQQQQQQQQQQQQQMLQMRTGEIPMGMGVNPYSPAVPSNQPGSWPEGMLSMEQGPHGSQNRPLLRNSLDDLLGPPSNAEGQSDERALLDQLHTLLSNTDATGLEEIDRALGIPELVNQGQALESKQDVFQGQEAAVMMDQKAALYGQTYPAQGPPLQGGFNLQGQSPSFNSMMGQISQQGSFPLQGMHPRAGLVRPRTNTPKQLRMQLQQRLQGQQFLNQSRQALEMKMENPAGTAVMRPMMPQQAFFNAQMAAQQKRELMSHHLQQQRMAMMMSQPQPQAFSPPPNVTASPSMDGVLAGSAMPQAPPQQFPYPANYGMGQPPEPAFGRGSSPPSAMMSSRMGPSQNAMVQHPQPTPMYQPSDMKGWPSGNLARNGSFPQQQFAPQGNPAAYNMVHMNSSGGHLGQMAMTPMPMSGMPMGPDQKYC
IDE cell activ: activators of human insulin-degrading enzyme in cells; P14735; HEK cells, FAbeta-B cleavage, fluorescence polarization; 0% vehicle, 100% cell-free pure enzyme wells; activation, % at 5.96 µM; 340,000 compounds, 0.073% hits; AID 493087;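 active = activation above the mean of all tested compounds plus 3 SD, set per screening campaign, cut at about 17% in these data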
PfM18AAP inh: blocks P. falciparum M18 aspartyl aminopeptidase; recombinant PfM18AAP, H-Glu-NHMec fluorogenic cleavage; inhibition, % at 7.35 µM; 290,000 compounds, 1.2% hits;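 active = inhibition above the campaign mean inhibition over all tested compounds plus 3 SD, cut at about 28% in these data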;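 also: 0% = plate median of test compound wells and 100% = 2 mM ZnCl2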
IMP-1 inhibitor: inhibitors of Pseudomonas aeruginosa IMP-1 metallo-beta-lactamase; inhibition, % at 5.6 µM; 290,000 compounds, 0.45% hits; purified IMP-1, nitrocefin hydrolysis, epi-absorbance fluorescence;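 active = inhibition above the mean plus 3 SD of all compounds in the same screening run, cut at about 4.5% in these data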;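 also: 0% = IMP-1 with DMSO and 100% = DMSO wells lacking enzyme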
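system = purified recombinant IMP-1 beta-lactamase | amount = 0.2 nM IMP-1, as dispensed | medium = HEPES buffer pH 7.1 with ZnSO4 and Brij 35 | times = 25 °C, 15 min preincubation, 25 min reaction | detection = plate fluorescence quenching by hydrolysis product, ex 480/em 530 nm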
IDE inh: inhibitors of human insulin-degrading enzyme in cells; P14735; HEK cells, FAbetaB cleavage, fluorescence polarization; inhibition, % at 5.59 µM; 320,000 compounds, 0.41% hits; AID 434962;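 active = percent inhibition above the average of all tested compounds plus 3 SD, set per screening campaign, cut at about 16% in these data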;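 also: IDE supplied by intact live HEK cells; FP after avidin binding of uncleaved biotin substrate so inhibition keeps polarization high; 0% = DMSO wells and 100% = 60 µM reference IDE inhibitor Ii1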
FID counter: fluorescent intercalator displacement, NS3 helicase counter-screen; inhibition, % at 7.9 µM; DNA fluorescent intercalator displacement, fluorescence; 290,000 compounds, 0.17% hits; in the data active = inhibition above about 37%;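 also: 0% = vehicle and 100% = reference compound; higher means more ethidium bromide displaced from hairpin DNA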
HCV NS3 hel inh: inhibitors of Hepatitis C virus NS3 helicase; NS3 helicase DNA unwinding, Cy5 molecular beacon fluorescence; inhibition, % at 10.9 µM; 290,000 compounds, 0.56% hits; AID 1800;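 active = inhibition above the mean of all tested compounds plus 3 SD, set per campaign, cut at about 35% in these data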;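 also: 0% = DMSO wells and 100% = thioflavine S control wells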
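Assay system: hepatitis C virus NS3 helicase domain fragment enzyme. Also added: annealed dual-labelled DNA beacon duplex, ATP-started. Timing: 1 h reaction at 25 °C, ATP-initiated. Technique: Cy5 fluorescence at 0 and 60 min, beacon hairpin quenching. Evaluation: % inhibition of unwinding. Replication: one well per compound.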
VIM-2 inhibitor: inhibitors of Pseudomonas aeruginosa VIM-2 metallo-beta-lactamase; inhibition, % at 5.6 µM; 290,000 compounds, 0.89% hits; purified VIM-2, nitrocefin hydrolysis, epi-absorbance fluorescence;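 active = inhibition above the mean of all tested compounds plus 3 SD, cutoff set per screening run, cut at about 7.5% in these data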;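 also: red hydrolysis product quenches plate fluorescence so inhibitors raise well fluorescence; 0% = enzyme with DMSO and 100% = DMSO without enzyme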
Numbers without * were called inactive; . = not tested or not shown.

SMILES	UBC9 SUMO inh	pCIP destab	IDE cell activ	PfM18AAP inh	IMP-1 inhibitor	IDE inh	FID counter	HCV NS3 hel inh	VIM-2 inhibitor
COc1ccccc1NC(=O)c1ccccc1N(Cc1ccccc1)S(C)(=O)=O	10.2	-4.6	-3.0	-1.4	0.7	.	-25.3	4.2	-1.3
O=C(Nc1csc([N+](=O)[O-])c1)Nc1c(Cl)cccc1Cl	6.9	-4.3	7.9	-0.6	-5.5	6.2	2.6	-0.7	-3.5
CCOC(=O)c1ccc(NC(=O)N2CCCCCC2)cc1	18.9	-7.1	5.0	-11.2	-1.0	1.9	-27.7	-3.4	-4.2
CS(=O)(=O)N(Cc1ccc(Cl)cc1)c1ccc(C(=O)N/N=C/c2cc3ccccc3nc2Cl)cc1	-10.3	6.0	-2.4	-3.9	-4.1	2.5	-2.2	7.8	-3.0
O=C(NC1CCCC1)C(c1ccc(O)cc1)N(CC1CCCO1)C(=O)C1COc2ccccc2O1 (stereo unspecified)	0.3	2.5	6.1	5.9	-2.3	-1.9	-29.6	-2.3	-0.6
COc1ccc(C=O)c2[nH]c3c(Cl)ncnc3c12	2.8	-10.7	4.7	2.6	-3.7	.	-4.2	9.1	15.8*
COc1ccc([N+](=O)[O-])cc1NC(=O)C(C)Sc1ccccc1 (stereo unspecified)	-8.0	0.1	2.0	2.1	-1.0	-5.9	1.0	-6.6	-1.3
CCC(=O)N(CC)c1nc(-c2ccc(OC)cc2)cs1	-3.1	0.8	-9.2	-6.6	0.0	11.5	-5.3	10.9	2.3
COc1ccc(/C(O)=C2/C(=O)C(=O)N(CCN(C)C)C2c2ccccc2)cc1Cl (stereo unspecified)	7.8	-38.0	1.2	3.5	1.6	6.0	-0.9	-0.8	-0.8
Cc1ccc2oc(=O)n(CCOc3ccccc3Cl)c2c1	10.6	-19.1	-4.2	-5.9	-0.7	-1.0	-2.4	-5.3	1.2
O=C(c1ccccc1)c1ccc2c(c1)OCCOCCOCCOCCO2	18.6	-22.6	0.4	3.3	-0.8	-8.1	-19.4	-2.9	-0.4
Cc1ccc(S(=O)(=O)Nc2cc(C)on2)cc1	10.7	-11.9	0.4	-6.9	1.5	-5.2	-0.6	18.2	1.4
CNC(=O)c1ccc(S(=O)(=O)c2ccc(Cl)cc2)c(NC(C)=O)c1	9.6	-8.5	4.1	-0.5	-2.8	7.7	-3.4	6.2	-1.4
Cc1ccc(NC2CCCN(C(=O)CCc3ccncc3)C2)cc1C (stereo unspecified)	-4.9	-13.6	-0.7	-0.3	-3.4	.	-15.7	-0.9	-2.0
CC(=O)c1ccc(NC(=O)CC(C)S(=O)(=O)c2ccc3c(c2)CCN3C(C)=O)cc1 (stereo unspecified)	1.3	-7.5	3.7	-8.6	-0.5	-4.5	-7.2	-0.1	0.1
NNc1ccc(Cc2ccc(Cl)cc2Cl)nn1	-5.9	-7.4	5.0	3.4	1.1	0.9	-11.4	-0.2	-1.5
C#Cc1ccc([C@H]2C=C(C(=O)NCc3ccccc3)O[C@@H](OCC)[C@@H]2CCCO)cc1	-5.0	9.8	-2.3	0.9	-0.6	-1.8	-29.9	-8.9	-0.7
CCC(=O)NC(=S)Nc1ccc(NC(=O)c2ccc(Br)o2)cc1	26.4	-12.3	-2.5	1.8	-4.2	0.1	-9.4	11.1	-2.0
CCOC(=O)c1nc(C)sc1-c1ccnn1S(=O)(=O)c1ccccc1C(F)(F)F	-2.0	-0.5	.	0.1	-2.2	5.3	-27.3	0.8	0.4
COc1ccc(CN(C)C(C)C(=O)Nc2ccc([N+](=O)[O-])cc2Cl)cc1OC (stereo unspecified)	-26.4	-14.7	2.5	0.1	-2.8	-1.2	1.4	6.9	-2.6
COCCNC(=O)c1ccc(N2CCCCC2)c(NS(=O)(=O)c2ccc(C)cc2)c1	-5.3	9.2	3.7	-4.5	-2.9	1.9	-33.9	3.5	-0.9
COc1ccc(S(=O)(=O)N2CCCC2C(=O)Nn2cnnc2)cc1 (stereo unspecified)	-4.3	1.0	2.8	15.2	-1.4	-4.1	-3.1	-0.1	1.0
N=c1sccn1CC(=O)Nc1cc(S(=O)(=O)N2CCCCC2)ccc1Cl	7.1	-10.5	0.9	2.7	-1.0	0.8	22.5	-11.4	0.0
N#Cc1c(Nc2ccccc2)c(/C=N/N=C/c2ccccc2)c[nH]c1=O	3.4	-1.7	-0.6	-5.6	-1.5	0.3	-1.0	-6.2	1.5
COc1ccc(OCCCc2c(C)n[nH]c2C)cc1	8.7	3.1	0.6	-0.3	-3.2	3.9	-3.6	4.6	-2.2
Cc1cccc(C(=O)O/N=C(\N)Cc2ccc([N+](=O)[O-])cc2)c1	-5.5	-2.5	-4.9	1.0	-3.1	1.9	1.8	-5.2	-4.8
Cc1ccc(-c2cc(C#N)c(=O)n(Cc3c(Cl)cccc3Cl)c2)cc1	24.8	-19.7	1.5	-0.9	-1.4	-4.6	-0.3	0.6	-4.3
N#CC(Cc1ccccc1OC(F)F)c1nc2ccccc2[nH]1 (stereo unspecified)	-7.3	-18.8	4.0	-6.2	-1.6	6.8	-4.3	-6.3	-0.2
COc1cc(/C=C(\C#N)c2nc3ccccc3[nH]2)cc(Br)c1OCc1ccccc1	-4.0	0.5	0.0	0.9	-3.2	-0.4	1.6	-0.6	-2.4
Nc1c(Cl)ncnc1NCCc1ccc(O)cc1	16.9	-22.0	2.7	-8.5	-0.4	-3.8	0.1	6.4	-0.3

A second format for 3 compounds above:
Values run as follows: UBC9 SUMO inh | pCIP destab | IDE cell activ | PfM18AAP inh | IMP-1 inhibitor | IDE inh | FID counter | HCV NS3 hel inh | VIM-2 inhibitor
- CCOC(=O)c1nc(C)sc1-c1ccnn1S(=O)(=O)c1ccccc1C(F)(F)F
→ -2.0 | -0.5 | . | 0.1 | -2.2 | 5.3 | -27.3 | 0.8 | 0.4
- N=c1sccn1CC(=O)Nc1cc(S(=O)(=O)N2CCCCC2)ccc1Cl
→ 7.1 | -10.5 | 0.9 | 2.7 | -1.0 | 0.8 | 22.5 | -11.4 | 0.0
- N#Cc1c(Nc2ccccc2)c(/C=N/N=C/c2ccccc2)c[nH]c1=O
→ 3.4 | -1.7 | -0.6 | -5.6 | -1.5 | 0.3 | -1.0 | -6.2 | 1.5

Following part:
SMILES	UBC9 SUMO inh	pCIP destab	IDE cell activ	PfM18AAP inh	IMP-1 inhibitor	IDE inh	FID counter	HCV NS3 hel inh	VIM-2 inhibitor
O=C(NC1CCN(Cc2ccccc2)CC1)C1CCN(S(=O)(=O)c2cccc3nsnc23)CC1	26.9	3.7	-1.9	-2.4	-0.9	2.0	13.9	-8.5	0.1
COC(=O)Cc1c(C)nc2nc(NCc3c(F)cccc3Cl)[nH]n2c1=O	26.5	-12.9	-2.4	9.1	-4.8	-4.3	-3.2	2.5	-4.0
COc1ccc(-c2cc(=O)n(-c3ccc([N+](=O)[O-])cc3)[nH]2)cc1	20.5	-16.7	-3.5	6.8	0.9	-2.8	1.2	16.8	-0.6
CC(=O)O[C@]1(C(C)=O)CCC2C3CCC4=C/C(=N/OCC(=O)O)CC[C@]4(C)C3CC[C@@]21C (stereo partly specified)	-4.1	-8.4	0.0	3.8	-2.7	13.3	-23.8	24.6	-2.1
Cn1c(=O)c2c(SCC(=O)NCCc3ccccc3)nc(C3CC3)nc2n(C)c1=O	8.8	-11.6	.	-14.7	-0.8	2.6	-3.5	-2.5	-1.0
COC(=O)c1ccccc1NC(=O)CN1CCC(C(=O)c2ccc3c(c2)OCCO3)CC1	-5.8	-6.9	4.7	1.2	-4.6	4.9	-12.7	-17.5	-3.1
C=CC(=C)CC(NC)c1ccccc1 (stereo unspecified)	-13.8	-9.5	-0.2	1.2	-1.7	-0.8	0.8	-14.2	-1.4
CCOC(=O)c1nc(S(C)(=O)=O)ncc1N1CCOCC1	0.7	-3.8	1.4	15.7	-1.4	-3.1	0.6	-4.2	0.1
COc1ccc2ccccc2c1C1NC(=O)NC(C)=C1[N+](=O)[O-] (stereo unspecified)	2.6	-1.1	2.5	3.6	-4.5	-2.8	2.2	2.4	-3.7
C=CCN(C(=O)CNC(=O)c1ccco1)C(C(=O)NC1CCCC1)c1cccs1 (stereo unspecified)	-2.2	-3.6	1.0	3.8	-2.2	-0.4	-13.8	-6.6	-2.2
Cc1ccc(-n2c(CC#N)n[nH]c2=S)c(C)c1	2.7	-6.0	3.3	19.4	-5.0	4.0	-4.6	2.1	-1.6
Cc1nnsc1SCC(=O)O	11.9	-8.8	-0.6	3.0	-2.3	3.1	6.6	-3.5	0.9
C=CCN1CCN(C(=O)CCc2ccccc2)CC1	3.8	-1.2	-0.4	-1.0	1.2	-3.0	-5.2	-1.3	-1.4
CCOC(=O)c1c(S(=O)(=O)NCC(=O)NCc2cccc(C)c2)c(C)n(C)c1C	7.3	-3.1	5.3	10.6	-3.5	3.4	-24.9	5.8	-1.2
COC(=O)c1sc2ncccc2c1OCc1ccccc1Cl	26.2	-1.4	2.6	-2.8	-1.9	-2.6	-13.3	-7.6	-1.2
O=C(c1ccco1)N(Cc1ccccc1)c1cccc([N+](=O)[O-])c1	6.7	-34.6	-2.1	-8.4	-2.7	-0.1	-17.2	11.9	-1.6
CCCc1nc2ccccc2c(=O)n1CC(=O)c1ccc(F)cc1	-9.8	2.8	-1.0	-3.5	-4.7	11.3	-24.6	0.6	-2.4
CN(C)CCCOc1cccc(Oc2ccccc2)c1	20.3	-7.5	-1.3	1.9	-1.2	0.3	11.7	-15.2	-2.3
CCN1CCc2c(C#N)c(N3CCOCC3)nc(NCCO)c2C1	40.5	-2.4	5.2	4.2	-2.6	5.8	0.2	6.2	-3.4
O=C(COC(=O)c1ccc(=O)n(Cc2ccccc2)n1)Nc1ccc2c(c1)OCCO2	12.7	-12.2	-1.4	4.5	-3.6	-0.3	-11.5	-0.5	-1.0
COc1ccc(NC(=O)CSc2nccn2-c2cccc(OC)c2)cc1	24.6	-18.6	2.2	-6.7	-0.9	-11.0	-9.2	7.5	-1.2
Nc1n[nH]c(N)c1N=Nc1ccc(Cl)cc1Cl	-2.3	-14.7	-0.5	0.7	-2.8	-0.6	8.6	1.9	-5.6
FC(F)(F)c1ccccc1/C=N/n1c(COc2ccccc2)n[nH]c1=S	-20.8	5.5	2.3	28.5*	-2.7	4.5	-19.3	15.1	-0.9
Cc1cccc2sc(NNC(=O)c3cc(-c4cccs4)nc4ccccc34)nc12	-10.5	6.4	2.9	31.4*	0.9	-2.0	-3.0	13.3	-2.7
COc1cc2c(cc1OC)C(C)N(C(=O)c1ccc(Br)o1)CC2 (stereo unspecified)	-2.7	-5.5	5.8	-2.8	0.3	0.5	-16.3	2.2	-0.4
Cc1csc(SCC(=O)N(C)CC(=O)Nc2ccc(F)cc2)n1	11.1	-1.5	3.1	-6.9	-4.2	0.0	-2.3	7.2	-2.2
O=c1c2c(nc3cc(-c4ccccc4)[nH]n13)CCS2	-21.1	-6.8	0.1	15.1	-1.3	3.5	-7.2	30.6	-2.8
COC(=O)c1ccc2c(=O)n(CCCCCC(=O)NC(C)C)c(=O)[nH]c2c1	13.6	-6.1	5.8	0.5	-1.8	6.5	-5.1	-9.4	-1.3
O=C(Cc1cccs1)NNC(=S)NCc1ccco1	3.3	-7.5	-4.1	9.3	-2.9	8.0	-4.0	4.8	-2.6
